# CR mimetic SO: caloric restriction mimetics inhibiting age-related superoxide in yeast; superoxide response (% of plate mean), % at 10 µM; hit rate 0.18% among 330,000; AID 2690; S. cerevisiae aged cells, superoxide DHE fluorescence; stronger effect = lower value;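 active = superoxide response under a set limit, about three screen SD below normal, cut at about 65% in these data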;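 also: yeast aged for seven days with compound at 30 °C before DHE staining; 100% = average MFI of all compound-treated wells on the plate with controls excluded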
# CIT2-GFP yeast: modulators of TOR pathway CIT2-GFP in S. cerevisiae; S. cerevisiae CIT2-GFP strain, flow cytometry, 3 h; 100 means same as DMSO wells; GFP response vs DMSO, % at 10 µM; hit rate 0.065% among 320,000; AID 2029;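 active = GFP response relative to DMSO above a set limit, near the screen mean plus 3 SD, cut at about 150% in these data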;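 also: ratio of well median GFP fluorescence to mean of DMSO wells on the plate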
# LAP4 TOR yeast: modulators of TOR pathway LAP4-GFP in S. cerevisiae | AID 2023 | S. cerevisiae LAP4-GFP multiplex, flow cytometry GFP, 3 h; median GFP as percent of DMSO wells | GFP response vs DMSO, % at 10 µM | hit rate 0.34% among 320,000;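 active = GFP response vs DMSO above a set limit, about the screen mean plus 3 SD, cut at about 150% in these data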
# GRK2 aptamer HTS: human GRK2 inhibition via aptamer displacement; P25098; bead flow cytometry, FAM-aptamer displacement from GRK2; inhibition of aptamer binding, % at 10 µM; hit rate 0.59% among 330,000;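 active = inhibition of aptamer binding above 40%, roughly 3 SD of noise, on plates passing a quality check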;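 also: median bead fluorescence of bound FAM aptamer so fluorescent compounds give negative values; no value below 0 was filed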
# Target sequence (P25098 whole entry, looked up): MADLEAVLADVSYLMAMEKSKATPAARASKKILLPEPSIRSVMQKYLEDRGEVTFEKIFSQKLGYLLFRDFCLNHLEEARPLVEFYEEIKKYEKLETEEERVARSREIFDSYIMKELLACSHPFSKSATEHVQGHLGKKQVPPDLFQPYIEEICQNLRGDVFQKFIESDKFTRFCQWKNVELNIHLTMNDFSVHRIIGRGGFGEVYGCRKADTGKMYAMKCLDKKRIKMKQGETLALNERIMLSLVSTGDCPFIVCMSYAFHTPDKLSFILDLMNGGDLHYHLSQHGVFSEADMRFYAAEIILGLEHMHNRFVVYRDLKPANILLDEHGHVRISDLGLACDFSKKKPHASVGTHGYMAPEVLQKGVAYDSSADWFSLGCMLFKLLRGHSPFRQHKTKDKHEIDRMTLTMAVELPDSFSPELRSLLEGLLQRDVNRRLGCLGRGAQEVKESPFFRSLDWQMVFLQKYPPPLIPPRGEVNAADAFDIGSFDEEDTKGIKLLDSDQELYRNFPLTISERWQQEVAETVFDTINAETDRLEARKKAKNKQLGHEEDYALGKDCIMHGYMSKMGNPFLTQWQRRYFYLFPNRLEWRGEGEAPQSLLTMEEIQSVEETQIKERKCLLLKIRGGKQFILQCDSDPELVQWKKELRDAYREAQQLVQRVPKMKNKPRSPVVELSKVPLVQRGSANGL
# MEP2-GFP yeast: modulators of TOR pathway MEP2-GFP in S. cerevisiae. hit rate 0.51% among 330,000. S. cerevisiae MEP2-GFP strain, flow cytometry GFP, 3 h; 100% = DMSO control level. GFP response vs DMSO, % at 10 µM. AID 2016;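 active = GFP response versus DMSO above a set limit, roughly screen mean plus 3 SD, cut at about 180% in these data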;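 also: median GFP fluorescence of the barcode-gated MEP2-GFP cells per well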
# VLA-4 inh: inhibition in a human VLA-4 binding assay; VLA-4 expressing cells, ligand binding flow cytometry; P13612; inhibition, % (about 7 µM as worked out from the volumes in the protocol); AID 2557; hit rate 0.2% among 330,000; in the data active = inhibition above about 50%
# AGP1 TOR yeast: modulators of TOR pathway AGP1-GFP in S. cerevisiae; hit rate 0.02% among 320,000; S. cerevisiae AGP1-GFP multiplex flow cytometry, 3 h; GFP as percent of DMSO wells; GFP response vs DMSO, % at 10 µM;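 active = GFP response relative to DMSO above a set limit, near screen average plus 3 SD, cut at about 150% in these data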;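 also: median GFP channel fluorescence of the gated AGP1 strain per well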
# RPL19A TOR yeast: modulators of TOR pathway RPL19A-GFP in S. cerevisiae; S. cerevisiae RPL19A-GFP strain, flow cytometry, 3 h; stronger effect = lower value; percent response vs DMSO, % at 10 µM; hit rate 0.3% among 330,000; AID 2025;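 active = percent response vs DMSO below 50%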;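 also: median channel GFP fluorescence of the barcoded RPL19A-GFP strain; ratio of sample median GFP to plate DMSO average so 100% = DMSO; lower means less RPL19A-GFP as with rapamycin TOR inhibition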
# * hit, by the source's call; / = not tested or not shown.
# Order of results: CR mimetic SO	CIT2-GFP yeast	LAP4 TOR yeast	GRK2 aptamer HTS	MEP2-GFP yeast	VLA-4 inh	AGP1 TOR yeast	RPL19A TOR yeast
Cc1ccc2nccc(C(=O)N3CCCC(N4CCN(c5ccc(F)cc5)CC4)C3)c2c1 (stereo not drawn)
    102	96	79	0	103	39	84	104
CCOc1cc(/C=C2\CCCc3c2nc2ccccc2c3C(=O)O)ccc1OC
    85	108	84	0	97	-4	97	98
O=C(Nc1cccc(C(=O)N2CCCC2)c1)c1ccccc1Cl
    87	107	101	1	108	7	105	99
CC(=O)c1ccc(N2CCN(C(=O)c3ccc(NC(=O)C4CCCO4)cc3)CC2)cc1 (stereo not drawn)
    90	103	91	1	105	0	111	102
COc1cccc(C2(O)CCN(CC(=O)NCC3CC3)CC2)c1
    93	100	102	3	104	12	98	97
COc1ccc(NC(C)=O)cc1CNC(=O)COc1ccccc1C(=O)Nc1cccc(C)c1C
    100	101	96	0	103	-25	95	98
O=C(COC(=O)c1cc(NS(=O)(=O)c2cccs2)ccc1O)Nc1cc(Cl)ccc1Cl
    106	88	109	3	106	-1	97	94
Cc1ccc(-c2cc(C(=O)NCCc3ccc(S(N)(=O)=O)cc3)c3ccccc3n2)cc1
    123	97	91	5	96	-20	99	102
CCOC(=O)c1[nH]c(C(=O)O)c(CCN(CC)CC)c1C
    84	89	95	1	113	3	91	91
CCCN1CCN(CCCNC(=O)c2ccc3c(=O)n(CCc4ccccc4)c(=O)[nH]c3c2)CC1
    92	107	92	0	100	6	96	100
Cc1cc(=O)oc(C)c1C(=O)NCCNC(=O)c1c(C)cc(=O)oc1C
    100	97	102	2	98	9	101	97
CCN(CC)C(=S)Nc1ccc([N+](=O)[O-])cc1
    107	103	112	5	99	19	105	102
CC[C@]1(c2ccccc2OC)ON(c2ccccc2C(F)(F)F)C1=O
    101	85	118	0	100	4	81	93
CCOc1ccc(C(=O)N2CCCC2C(=O)O)cc1 (stereo not drawn)
    98	100	96	2	102	-8	97	98
Cn1ncc2c1ncn1nc(CCc3ccccc3)nc21
    86	62	96	2	90	21	71	108

# Entries of single compounds as entered above. Order of screens: CR mimetic SO, CIT2-GFP yeast, LAP4 TOR yeast, GRK2 aptamer HTS, MEP2-GFP yeast, VLA-4 inh, AGP1 TOR yeast, RPL19A TOR yeast
# COc1cccc(C2(O)CCN(CC(=O)NCC3CC3)CC2)c1 is entered as 93, 100, 102, 3, 104, 12, 98, 97
# Cc1ccc(-c2cc(C(=O)NCCc3ccc(S(N)(=O)=O)cc3)c3ccccc3n2)cc1 is entered as 123, 97, 91, 5, 96, -20, 99, 102
# CCOC(=O)c1[nH]c(C(=O)O)c(CCN(CC)CC)c1C is entered as 84, 89, 95, 1, 113, 3, 91, 91
# COc1ccc(NC(C)=O)cc1CNC(=O)COc1ccccc1C(=O)Nc1cccc(C)c1C is entered as 100, 101, 96, 0, 103, -25, 95, 98

# 3 of the compounds above, with tabs.
structure	CR mimetic SO	CIT2-GFP yeast	LAP4 TOR yeast	GRK2 aptamer HTS	MEP2-GFP yeast	VLA-4 inh	AGP1 TOR yeast	RPL19A TOR yeast
CCOC(=O)c1[nH]c(C(=O)O)c(CCN(CC)CC)c1C	84	89	95	1	113	3	91	91
Cc1cc(=O)oc(C)c1C(=O)NCCNC(=O)c1c(C)cc(=O)oc1C	100	97	102	2	98	9	101	97
CC(=O)c1ccc(N2CCN(C(=O)c3ccc(NC(=O)C4CCCO4)cc3)CC2)cc1 (stereo not drawn)	90	103	91	1	105	0	111	102

# Quoted at random: four entries already listed
# Order of results: CR mimetic SO	CIT2-GFP yeast	LAP4 TOR yeast	GRK2 aptamer HTS	MEP2-GFP yeast	VLA-4 inh	AGP1 TOR yeast	RPL19A TOR yeast
CC(=O)c1ccc(N2CCN(C(=O)c3ccc(NC(=O)C4CCCO4)cc3)CC2)cc1 (stereo not drawn)
    90	103	91	1	105	0	111	102
Cn1ncc2c1ncn1nc(CCc3ccccc3)nc21
    86	62	96	2	90	21	71	108
Cc1cc(=O)oc(C)c1C(=O)NCCNC(=O)c1c(C)cc(=O)oc1C
    100	97	102	2	98	9	101	97
CCCN1CCN(CCCNC(=O)c2ccc3c(=O)n(CCc4ccccc4)c(=O)[nH]c3c2)CC1
    92	107	92	0	100	6	96	100

# Going on with the list.
# Order of results: CR mimetic SO	CIT2-GFP yeast	LAP4 TOR yeast	GRK2 aptamer HTS	MEP2-GFP yeast	VLA-4 inh	AGP1 TOR yeast	RPL19A TOR yeast
Nc1nnn(CC(=O)N/N=C/c2ccncc2)n1
    91	91	107	0	86	-2	99	95
CC[C@@H]1CN(C)[C@H]2Cc3c([nH]c4ccccc34)C(=O)C[C@@H]1[C@@H]2C(=O)OC
    96	101	94	2	98	-2	102	95
Cc1c(CCC(=O)O)c(=O)oc2cc3occ(-c4ccccc4)c3cc12
    116	79	102	2	102	-1	96	103
CC1CCCCC1NC(=O)Cn1ncc2ccccc21 (stereo not drawn)
    89	91	92	0	103	31	94	97
CC(C)NC(=O)CN1CCN(C(=O)CCl)CC1
    110	92	106	2	97	3	96	98
CCCC1=[N+](CC(=O)c2ccc(C)cc2)CCn2cccc21
    95	101	110	0	112	-1	101	105
O=C(CSc1ccc(-c2ccc(F)cc2)nn1)NCc1ccco1
    105	/	74	3	93	15	93	96
CC(=O)/C(=N\Nc1ccccc1)Sc1nncn1C
    101	96	105	6	101	9	98	101
COc1ccc(CC(=O)c2ccc(OC)c(OC)c2C)cc1OC
    105	95	104	2	103	-4	101	104
COCCn1c(SCC(=O)NC2CCCC2)nc2c(c1=O)SCC2
    103	94	88	1	96	19	94	95
Cc1nnc(NC(=O)COc2ccc3c(C)cc(=O)oc3c2)s1
    96	105	98	0	103	-5	106	105
CCc1ccc(N2CC(C(=O)NCCC3=CCCCC3)CC2=O)cc1 (stereo not drawn)
    102	97	86	4	96	-8	90	76
CCOC(=O)C1=C(C)N=C2SC(C)C(=O)N2C1c1ccccc1 (stereo not drawn)
    94	100	113	1	106	5	107	101
CC1CCCCN1c1nnc(NC(=O)Cn2c(=O)oc3ccccc32)s1 (stereo not drawn)
    97	102	106	2	109	-9	109	102
S=C(Nc1ccc(N2CCOCC2)cc1)Nc1ccc2nc(-c3ccco3)c(-c3ccco3)nc2c1
    112	106	140	0	126	-23	100	108
CSC1=N/C(=C/c2cccnc2)C(=O)N1Cc1ccccc1
    100	101	109	5	103	10	107	103
O=C(C1=C(O)C(=O)N(CCN2CCOCC2)C1c1ccc([N+](=O)[O-])cc1)c1cc2ccccc2o1 (stereo not drawn)
    82	105	106	0	109	-5	103	100

# From PubChem BioAssay
